PLK1 PBD inh – PLK1 (human) polo-box domain binding inhibition | Plk1 PBD binding of FITC phosphopeptide, fluorescence polarization | Potency, µM, for the others: max response, negative = inhibition, usual class: inhibitors | 360,000 tested, 2.8% active; note: potency is the fitted concentration of half-maximal effect; series mostly up to about 57 µM; % is set by controls: 0 for no effect and ±100 for the full control effect; nearly all actives have a fitted effect of over 65% in size
EPAC1 antagonist – blocks human EPAC1 exchange factor. O95398. EPAC1 GEF assay, Rap1b-BODIPY-GDP exchange fluorescence. Potency, µM (series often up to 115 µM), inactives show at the highest dose activity change, negative = inhibition, hits mostly inhibitors. 360,000 tested, 0.14% active. AID 720709;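 note: potency is the fitted concentration of half-maximal effect; plate controls were vehicle for no effect and positive control for full effect; nearly all actives have a fitted effect of over 50% in size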
PI5P4K alpha inh – PI5P4K alpha (human) kinase inhibition; P48426; PI5P4Kalpha enzyme, ADP-Glo luminescence, 60 min; active compounds read low; max response, %; 330,000 tested, 1.2% active; AID 652105; active = max response of -50% or lower; inconclusive = between -30% and -50%; inactive = -30% or higher; note: value at the top dose of about 77 µM; % is set by controls: 0 for no effect and ±100 for the full control effect
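qHTS, 1536-well: enzyme/substrate mix, compound by pin tool, 5 microM ATP final; RT 60 min; ADP-Glo reagents 1 (45 min) then 2 (30 min); luminescence.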
EPAC2 ag – EPAC2 (human) agonism. Q8WZA2. AID 720711. EPAC2 activation, biochemical qHTS; response scale: 100% = 6.5 mM cAMP response. Potency, µM (highest dose often 154 µM), for the others: at the highest dose activation, most hits filed as activators. 360,000 tested, 0.079% active; note: potency is the fitted concentration of half-maximal effect; nearly all actives have a fitted effect of over 50% in size
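Nucleotide exchange monitored as fluorescence drop when BODIPY-GDP leaves Rap1B. Reaction: 100 nM EPAC2, 250 nM RAP1B-BODIPY-GDP, 50 uM GDP, room temperature, kinetic read over 30 min. Activity expressed relative to 6.5 mM cAMP.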
EPAC1 agonist – activates human EPAC1 exchange factor; O95398; EPAC1 agonist qHTS, biochemical assay; response scale: 100% = response to 6.5 mM cAMP; Potency, µM (doses to about 154 µM), without a hit: at the highest dose activation, actives largely listed as activators; 360,000 tested, 0.073% active; AID 720707; note: potency is the fitted concentration of half-maximal effect; nearly all actives have a fitted effect of over 60% in size
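Fluorescent GDP-exchange assay: 100 nM EPAC1 with 250 nM Rap1B preloaded with BODIPY-GDP and 50 uM GDP; compounds tested as concentration series, 5 min at room temperature, then read every 5 min for 30 min (ex 480/em 540 nm); normalized to 6.5 mM cAMP.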
IL2 activator – IL-2 activation; activation, % (series mostly up to about 46 µM); IL-2 activation reporter assay, cell-based qHTS; stimulated with anti-CD3/CD4/CD28 beads; in transgenic mouse T cells; 360,000 tested, 0.065% active; AID 652025; in the data active = activation above about 50%; inconclusive = mostly about 30% to 49%; note: 0% is about no effect
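Readout is EGFP and DsRed signal by fluorescent plate cytometry after 18 h at 37 degrees C. Transgenic mouse T cells (750/well) received compound for 60 min before bead stimulation (anti-CD3, anti-CD4, anti-CD28); memory T cells served as non-tolerant control.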
WRN inhibitor – inhibitors of human WRN helicase; Q14191; WRN helicase unwinding, fluorescent forked duplex, kinetic; Potency, µM (series often up to 114 µM), without a hit: top-dose activity change, negative = inhibition, most hits filed as inhibitors; 360,000 tested, 0.46% active; AID 651768; note: potency is the fitted concentration of half-maximal effect; % is set by controls: 0 for no effect and ±100 for the full control effect; nearly all actives have a fitted effect of over 55% in size
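Screening of the MLSMR collection measured strand separation of a quenched forked DNA duplex (100 nM) by 20 nM WRN with 2 mM ATP, all final. Compounds were preincubated with enzyme 15 min at room temperature.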
CCT chaperon mod – modulators of cytosolic chaperonin (CCT/TRiC) activity. purified chaperonin ATPase assay, HTRF ADP detection, 30 min. activity change, % (no concentration beside the values), hits read low. 360,000 tested, 0.3% active; in the data active = activity change below about -30%; note: % is set by controls: 0 for no effect and ±100 for the full control effect
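First, chaperonin was dispensed at 40 nM or 20 nM final depending on batch activity. Next, compounds were pinned at 76 uM and ATP added at 10 uM. After 30 min at 37 °C, ADP detection reagents ran 30 min at ambient temperature.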
* marks the source's active call; other numbers are inactive results; ? = inconclusive; . = no result given; & = joins results of further samples; [ ] = dose if it differs, or a comment. Unless noted, calls come from the whole dose curve; as a rule, active = well fitted curve in the direction sought with a large enough effect; inconclusive = small, poorly fitted or top-dose-only effect, or another doubt; inactive = no such curve, though single readings can be large; an effect the other way counts as inactive or inconclusive.

no. | SMILES | EPAC1 antagonist | EPAC1 agonist | EPAC2 ag | WRN inhibitor | IL2 activator | PLK1 PBD inh | CCT chaperon mod | PI5P4K alpha inh
1 | COc1ccc(CCN2CC(C(=O)NCc3cccc(F)c3)CCC2=O)cc1 (stereo unspecified) | 8% | 4% | 0% | 5% | 2.7 | 1% | 0.9 | 3
2 | Clc1cccc(Cc2c(C3CCCCC3)nc3ccc(Br)cn23)c1 | -4% | 0% | 7% | -7% | -0.2 | -4% | -2.1 | ?
3 | COc1cc(NC(=O)COC(=O)CNC(=O)c2ccc(Cl)cc2)c(C)cc1[N+](=O)[O-] | -10% | -11% | -6% | 4% | 1.0 | 3% | 2.8 | 3
4 | COc1ccccc1N1CCN(S(=O)(=O)c2cn(C)nc2C)CC1 | -3% | 6% | 6% | -4% | 0.0 | 4% | -1.4 | 0
5 | O=C(CSc1ccc2nnc(-c3ccncc3)n2n1)Nc1nccs1 | -33% | 2% | 3% | -4% | -0.3 | -13% | -3.8 | 2
6 | Cc1cc2c(cc(C(=O)OCC(=O)NCc3ccco3)n2C)s1 | 5% | 1% | 0% | 3% | -3.3 | -1% | 1.1 | .
7 | Cc1cc(N2CCN(C3CCCC3)CC2)n2c(nc3ccccc32)c1C#N | -6% | -2% | -4% | 6% | -0.2 | -7% | -3.4 | 0
8 | COc1ccc(N2C(=O)C(CC(N)=O)N(NC(=O)CCc3ccccc3)C2=O)cc1 (stereo unspecified) | -8% | -17% | 0% | 4% | -1.8 | -5% | -0.1 | 3
9 | CN(C)S(=O)(=O)c1ccc(NC(=O)COc2ncnc3sccc23)cc1 | 8% | 7% | 5% | 0% | -1.1 | -5% | 0.5 | -25
10 | COc1ccc(CCNC(=O)CSc2nnc(CNc3ccc(Cl)cc3)o2)cc1OC | 8% | 4% | 5% | 9% | -1.4 | -8% | -0.4 | .
11 | COc1ccc(C(CNC(=O)c2ccc(S(=O)(=O)N3CC(C)CC(C)C3)cc2)N(C)C)cc1 (stereo unspecified) | -14% | -10% | -1% | -15% | -5.9 | -9% | -3.4 | 10
12 | O=C(C1CCC(CNS(=O)(=O)c2cccc3nsnc23)CC1)N1CCN(c2ccccn2)CC1 (stereo unspecified) | -4% | 12% | 0% | 11% | -0.3 | 5% | -1.6 | -3
13 | C=CCOC(=O)C1=C[C@@H](c2cn(C(C)=O)c3ccccc23)C[C@@H](OCCCCO)O1 | 0% | 14% | 6% | 5% | 0.3 | -8% | -1.9 | -13
14 | CC(/C=C1\SC(=S)N(CCC(=O)Nc2cccc(C(=O)O)c2)C1=O)=C\c1ccccc1 | 79µM* | 28% | 6% | 79µM* | -0.4 | 24µM* | 1.7 | -77*
15 | COc1cccc(/C=C(/C(=O)OCC(=O)NC2CCCC(C)C2C)c2ccccc2)c1 (stereo unspecified) | ? | 6% | 4% | -13% | 1.0 | 8% | -0.3 | 0
16 | Cc1nn(C)c(=S)n1-c1ccc(Cl)cc1 | 8% | 4% | 9% | -5% | -0.1 | -9% | -5.2 | -3
17 | O=C(Nc1ccc(C(=O)O)cc1)/C(=C/c1ccc2c(c1)OCO2)NC(=O)c1cccc(Br)c1 | -10% | -5% | 3% | -3% | -2.3 | -12% | 2.0 | -3
18 | CC(C)Cc1nnc(NC(=O)CCC(=O)N2CCN(c3ccc(F)cc3)CC2)s1 | -14% | 2% | -3% | -4% | -0.3 | -2% | -0.3 | 6
19 | COc1ccc(CNC(=O)[C@H](Cc2ccccc2)NC(=O)C2CCN(C(=O)[C@H](C)N)CC2)cc1 | 10% | -26% | 5% | -2% | 0.3 | -2% | -1.9 | -7
20 | COc1ccc(-n2ncc3c(N4CCN(c5cc(C)ccc5C)CC4)ncnc32)cc1 | 5% | -5% | -1% | 3% | -1.2 | -4% | -1.4 | 1
21 | CN(CC(=O)Nc1cccc(F)c1)CC(=O)Nc1cccc(S(N)(=O)=O)c1 | -19% | -10% | 2% | 2% | -0.3 | -16% | 0.2 | 2
22 | CCOC(=O)N1CCN(C(=O)C2CCC(=O)N(Cc3ccc(Cl)cc3)C2)CC1 (stereo unspecified) | -12% | 5% | 4% | -9% | -0.3 | 1% | -0.4 | 1
23 | CSc1ccccc1NC(=O)C1=COCCO1 | -6% | 2% | 3% | 9% | -3.1 | -7% | -0.3 | 0
24 | Cc1cc(C)c(S(=O)(=O)c2ccc(F)cc2C)c(Cl)n1 | -10% | 0% | 1% | 0% | 0.4 | 2% | -0.2 | -1
25 | c1ccc(-n2ncc3c2ncn2nnnc32)cc1 | -1% | 4% | 7% | -11%[57.1 µM] | 0.1 | 2% | -6.3 | .
26 | O=C(NCCc1ccccc1)Nc1nnc([C@@H]2C[C@H](O)[C@@H](CO)O2)s1 | 11% | -5% | 4% | 8% | 1.2 | 6% | -0.2 | -8
27 | Nc1nc(Nc2ccccc2Cl)cc(=O)[nH]1 | -3% | 7% | 9% | 3% | -0.1 | -8% | 3.7 | -14
28 | O=C(NNC(=S)Nc1ccc(Br)cc1)c1ccccc1 | -5% | 2% | 10% | 6% | -1.3 | -27% | -1.4 | -3
29 | O=C(CN1CCN(CC(=O)Nc2ccc(F)cc2)CC1)NCC1(N2CCOCC2)CCCCC1 | 18% | 6% | 4% | 11% | -0.4 | 2% | 0.1 | -2
30 | CCOc1ccc(NC(=S)N(CCOC)C(C)c2cccnc2)cc1 (stereo unspecified) | 5% | 0% | -5% | -33% | -3.6 | -11% | -1.1 | 4

2 entries picked at random from those above:
no. | SMILES | EPAC1 antagonist | EPAC1 agonist | EPAC2 ag | WRN inhibitor | IL2 activator | PLK1 PBD inh | CCT chaperon mod | PI5P4K alpha inh
30 | CCOc1ccc(NC(=S)N(CCOC)C(C)c2cccnc2)cc1 (stereo unspecified) | 5% | 0% | -5% | -33% | -3.6 | -11% | -1.1 | 4
1 | COc1ccc(CCN2CC(C(=O)NCc3cccc(F)c3)CCC2=O)cc1 (stereo unspecified) | 8% | 4% | 0% | 5% | 2.7 | 1% | 0.9 | 3

(next part)
no. | SMILES | EPAC1 antagonist | EPAC1 agonist | EPAC2 ag | WRN inhibitor | IL2 activator | PLK1 PBD inh | CCT chaperon mod | PI5P4K alpha inh
31 | N=c1occ(C(=O)c2cc(F)ccc2O)cc1C(=O)NC1CCCCC1 | ? | 1% | 2% | -1% | 1.5 | -6% | -2.6 | -2
32 | CSc1ccccc1OCc1cc(C(=O)N(C)C(C)c2ccccn2)no1 (stereo unspecified) | 10% | 4% | 13% | -25% | -2.5 | -3% | 2.9 | 8
33 | CCN(CC)S(=O)(=O)c1ccc(C)c(NC(=O)CN2C(=O)NC3(CCCC3)C2=O)c1 | -19% | 6% | 3% | 3% | -3.8 | -10% | 0.0 | -6
34 | COc1ccc(CNC(=O)c2ccc(-c3ccccc3)cc2)cc1OC | -13% | 3% | 9% | 1% | 0.9 | -10% | -2.2 | -2
35 | CCOC(=O)c1cc(CC)sc1N1C(=O)CC(Sc2ncccc2C(=O)O)C1=O (stereo unspecified) | 15% | -12% | -2% | 9% | -1.6 | -1% | 1.3 | -5
36 | Brc1cccc(CNc2nc3ccccc3n2CCN2CCOCC2)c1 | -10% | -3% | -4% | -4% | 0.2 | -20% | -2.1 | -4
37 | Cc1sc2nc(CSCC(=O)Nc3ccc(C(F)(F)F)cc3)[nH]c(=O)c2c1C | -20% | -7% | -3% | -14% | -0.3 | -3% | -2.1 | 13
38 | Cc1c(C(=O)Nc2ccc(-c3nnc4n3CCCCC4)cc2)oc2ccc(Br)cc12 | -2% | 2% | -6% | -2% | -3.3 | 0% | -0.3 | 2
39 | CCc1cc2ccccc2nc1SCC(=O)Nc1cc(C)on1 | 3% | -2% | 2% | -5% | -0.1 | -1% | -9.4 | -4
40 | O=C(NCCCN1CCOCC1)c1ccc(Cl)cc1[N+](=O)[O-] | 11% | -2% | -1% | 3% | -0.3 | 5% | 0.2 | -4
41 | Cc1ccc(C2(SCC(N)C(=O)O)c3ccccc3-c3ccccc32)cc1 (stereo unspecified) | -8% | -8% | 1% | -12% | -3.4 | -8% | -0.5 | -19
42 | Cc1c(Cl)cccc1NC(=O)C(=O)NNC(=O)c1ccccc1F | -7% | 9% | 0% | -6%[57.1 µM] | -0.4 | 2% | -0.4 | 11
43 | O=S(=O)(NCc1ccccn1)c1ccc(F)cc1 | -14% | -1% | 2% | 2% | -0.4 | -1% | 1.7 | 12
44 | CCOc1ccc(C(=O)N/N=C/c2cccc3cccnc23)cc1 | 4% | 1% | 6% | -19% | -1.2 | 1% | -0.2 | 1
45 | Cn1c2c(c(=O)c3ccccc31)CCC(C)(C)O2 | 1% | 2% | 0% | -8% | 7.1 | -2% | -0.6 | 1
46 | Cc1occc1C(=O)N1CCCC(Nc2ccc(F)cc2)C1 (stereo unspecified) | 8% | 2% | 7% | 2% | -0.6 | -3% | 1.4 | 7
47 | CCC(C(=O)NC1CCCC1)N(C(=O)Cn1nnc(-c2ccc(C)o2)n1)c1cccc(O)c1 (stereo unspecified) | 2% | 3% | 12% | 4% | -1.2 | -6% | -2.1 | 5
48 | Oc1ccc(Cl)cc1CNc1ccccn1 | -10% | 6% | 0% | 1% | 1.7 | -5% | 0.5 | 5
49 | COCCn1c(SCc2ccc(C(=O)OC)o2)nc2ccccc2c1=O | 1% | 12% | 26% | -3%[57.1 µM] | -2.2 | -10% | 0.2 | .
50 | Cc1ccc2c(CSc3nnc(C4CC4)n3N)cc(=O)oc2c1 | 6% | -2% | 6% | -1% | 2.8 | -5% | -5.8 | .
51 | C=CCN(c1ccccc1)S(=O)(=O)c1cccc(C(=O)Oc2ccc3c(C)cc(=O)oc3c2)c1 | -2% | -1% | 5% | -3% | 3.6 | -3% | -1.4 | 8
52 | COc1cccc(C(O)c2nc(-c3cccc4cccnc34)cs2)c1 (stereo unspecified) | -5% | 0% | 12% | -4% | 0.0 | -4% | 0.6 | 13
53 | COc1cccc(NC(=O)C2CCN(c3ncccn3)CC2)c1 | 12% | 2% | 5% | 5% | 4.9 | 1% | -0.3 | .
54 | CCOC(=O)[C@H]1[C@H]2COc3ccc(C)cc3[C@@H]2N2C(=O)CN(Cc3ccc(OC)cc3)C(=O)[C@@]12C | -4% | 1% | 2% | 1% | -0.5 | 4% | 1.1 | 4
55 | CN(C)CCC(c1ccc(Cl)cc1)c1ccccn1 (stereo unspecified) | -23%&-17% | -16%&-15% | -6%&13% | 1% | 1.7&0.0 | -11%&-11% | -3.1&1.1 | -5&-1
56 | CCCCn1c(N)c(N(CC(C)C)C(=O)CN2C(=O)C3CCCCC3C2=O)c(=O)[nH]c1=O (stereo unspecified) | 10% | -5% | -6% | 0% | -0.3 | 8% | 1.8 | 0

Screening data (PubChem BioAssay)

A portion of the library; count on the stated rates, not on these rows.
